# Screens as filed in PubChem BioAssay.
# MKP-3 inhibition = inhibition of rat DUSP6 enzyme activity – biochemical, in vitro, primary screen (AID 425). recombinant MKP-3 phosphatase activity, fluorescence; higher % means a stronger effect. inhibition, % at 20 µM; hits with a dose series show IC50 in µM. actives 0.17% (n = 110,000); in the data active means inhibition above about 50%;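 further: plate controls were vehicle for no effect and reference inhibitor for full effect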
# Hsp70 inhibitors = small molecules displacing fluorescent ligand from Hsp70 – biochemical, fluorescence polarization, primary screen (AID 583) | Hsp70 fluorescence polarization probe displacement, mP; higher % means a stronger effect | one-dose displacement, % at 20 µM; IC50 in µM for titrated hits | actives 0.06% (n = 140,000); in the data active means displacement above about 50%;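 further: plate controls were vehicle for no effect and reference ligand for full effect; a part of the inactive calls stands beside numbers as strong as those of hits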
# An asterisk follows results filed as active; . = not tested or not shown; & = joins results of further samples. An excerpt; rates above refer to the full screens.
# Below each SMILES – MKP-3 inhibition	Hsp70 inhibitors
O=C(Nc1nsc(-c2ccccc2)n1)c1cccs1
  1.8%	-5.7%
CCOC(=O)c1c(NC(=O)c2ccccc2F)sc2c1CCCCCC2
  1.5%	0.7%
CCOc1ccc(S(=O)(=O)N2CCN(C(=O)c3sccc3C)CC2)cc1
  .	1.2%
CN(C)c1ccc(/C=C2\C(=O)NC(=S)N(c3ccc(Br)cc3)C2=O)cc1
  -4.3%	0.3%
CCCCN1C(=O)C(CC(=O)NCC)SC1=Nc1ccccc1 (centres undefined)
  .	-0.2%
O=C(CN1CCN(c2ccccn2)CC1)NC1CCCC1
  0.1%	3.8%
CN(C)C(=O)Cn1c(SCC(=O)NCc2ccc3c(c2)OCO3)nc2ccccc21
  .	-2.1%
N#Cc1nc(-c2ccco2)oc1N1CCN(Cc2ccccc2)CC1
  1.4%	0.8%
Nc1c(C2=NCCO2)nnn1Cc1ccccc1
  -7.5%	5.4%
O=C(NCc1ccco1)C1CC2CCC1C2 (centres undefined)
  -1.0%	2.1%&-22.9%
COc1ccccc1N1CCN(CC(O)COc2cccc3ccccc23)CC1 (centres undefined)
  -2.2%	1.4%
CCC(=O)N1CCc2cc(S(=O)(=O)N3CCc4ccccc4C3)ccc21
  5.3%	.
N#Cc1nc(COc2ccccc2F)oc1NCCCn1ccnc1
  -8.7%	-2.2%
Cc1[nH]c(=O)[nH]c(=O)c1CSc1nnc([C@H](CC(C)C)NC(=O)OC(C)(C)C)o1
  -3.5%	8.4%
CN(c1ccc(F)cc1)S(=O)(=O)c1ccc2[nH]cc(C(=O)O)c(=O)c2c1
  -5.5%	0.3%
CC1=C(C#N)c2nc(N)c(C#N)c(C)c2/C1=C\c1ccc(-c2cccc(Cl)c2)o1
  5.8%	-5.8%
Cc1cc(-c2ccco2)n(CC(=O)NCc2ccco2)n1
  -5.2%	-0.1%
COCCN=C1Sc2nc3c(C)cccc3cc2CN1Cc1ccco1
  .	-1.2%
COc1ccc(NC(=O)/C(=C\c2ccco2)NC(=O)c2ccco2)cc1
  4.4%	6.0%
CNc1oc(-c2ccc(Cl)cc2)nc1C#N
  5.4%	0.6%
CC(C)CCC1CC(CSC(=N)N)OC1=O (centres undefined)
  .	1.8%
CCCNc1nc2c(c(=O)[nH]c(=O)n2C)n1CCCc1ccccc1
  1.9%	-3.4%
COCCCN1C(=O)C(=O)/C(=C(/O)c2ccc3c(c2)OCCO3)C1c1ccc(C(=O)OC)cc1 (centres undefined)
  -7.6%	-1.7%
Cc1ccc(OCc2nn3c(-c4ccco4)nnc3s2)cc1
  -3.8%	0.7%
O=C(CN(c1ccc(F)cc1)S(=O)(=O)c1ccccc1)Nc1ccc(Cl)cc1
  1.1%	-4.2%
COc1cc(C(=O)Nc2ccc(NC(=O)c3ccco3)nc2)cc(OC)c1OC
  -10.9%	1.1%
Cn1cccc1C(=S)N=P(C1CCCCC1)(N1CCOCC1)N1CCOCC1
  5.2%	0.8%
CC1CCCN(C(=O)C(C)Sc2nc(-c3ccccc3)cc(C(F)(F)F)n2)C1 (centres undefined)
  .	6.3%
COC(=O)c1c(N)sc(C(C)=O)c1C
  -9.5%	-2.5%
C=CCNc1ncnc2ccc(Br)cc12
  -14.4%&2.1%	3.3%&2.3%
COc1ccc(C(=O)NN(C)c2nc(-c3ccccc3)cc(C)c2S(C)(=O)=O)cc1
  .	-0.8%
COc1ccc(CN2C(=O)CN=C2Nc2ccc(C)cc2C)cc1
  -9.2%	2.9%
Cc1ccc(S(=O)(=O)CCc2nc3ccccc3s2)cc1
  .	2.1%
COc1ccc(C(C)=O)cc1COC(=O)Cn1cnc2ccccc2c1=O
  -15.3%	-2.3%
Cc1ccc(C)c(NC2=NCC(=O)N2C2CCCCC2)c1
  .	2.3%
CN(C)c1oc(COc2ccccc2F)nc1C#N
  -11.1%	4.3%
CCOc1ccccc1NC=C1C(=O)OC(C)(C)OC1=O
  -13.3%	5.1%
N/C(=N\OC(=O)c1ccc(F)cc1)c1ccncc1
  1.4%	0.0%
Cn1nnnc1SCC(=O)NCC(=O)c1ccccc1
  3.1%&1.1%	-2.0%&1.2%
COc1ccc(-c2nocc2C#N)cc1OC
  0.5%	10.1%
Cc1ccc(S(=O)(=O)NCCOc2ccccc2)cc1[N+](=O)[O-]
  -5.9%	-5.2%
COc1ccc2[nH]c(=O)c(CN(CCO)S(=O)(=O)c3c(C)ccc4nsnc34)cc2c1
  .	-6.7%
O=C(COc1ccccc1)N1CCN(S(=O)(=O)c2ccc(Cl)cc2)CC1
  .	-0.2%
COCCNc1c2c(nc3c(-c4ccccc4)c(C)nn13)CCCC2
  .	4.8%
COC(=O)[C@H](CCSC)NC(=O)N1CCC(C)CC1
  .	-1.1%
CCOc1ccc(NC(=O)CSc2nc3cccnc3n2CC)cc1
  -2.0%	-2.0%
N#Cc1c(NC(=O)c2ccccc2)sc2c1CCCCC2
  .	0.1%
COCCN1Cc2cccc(C(=O)NC3CCCCCC3)c2C1=O
  -4.0%	-1.0%
COc1ccc(CC(=O)Nc2ccc(Cl)c(C(F)(F)F)c2)cc1OC
  5.5%	-2.5%
COc1cc(-c2nnc(SCC(=O)c3ccccc3)o2)cc(OC)c1OC
  1.9%	-0.8%
COc1ccc(N2C(=O)NC3CC2(C)Oc2ccc(Cl)cc23)cc1OC (centres undefined)
  4.8%	-1.1%
Cc1cc(NS(=O)(=O)c2ccc(NC(=O)CCc3ccccc3)cc2)no1
  -2.3%	-1.5%
Cn1nnnc1SCC(=O)Nc1ccc2c(c1)oc1ccccc12
  6.4%	-3.1%
CCn1c(Cc2ccccc2)nnc1SCC(=O)Nc1cc(C)on1
  -5.2%	4.2%
COc1cc([N+](=O)[O-])ccc1NC(=O)COc1ccccc1Cl
  7.7%	-3.4%
Cc1nc(-c2cccc(NS(=O)(=O)c3cccc4ccccc34)c2)cs1
  .	1.2%
COc1ccc(C2CC(c3cccc(C)c3)n3nc(N)nc3N2)cc1 (centres undefined)
  3.0%	-2.8%
CN(C)CCN1C(=O)C(O)=C(C(=O)c2ccco2)C1c1ccccc1F (centres undefined)
  -6.4%	-2.8%
CC(C(=O)NCc1ccccc1)N1C(=O)C2CC=C(Cl)CC2C1=O (centres undefined)
  -7.6%	.
COc1cc([N+](=O)[O-])ccc1NC(=O)COc1cccc(Cl)c1
  7.9%	-1.3%

# (listing goes on)
# Below each SMILES – MKP-3 inhibition	Hsp70 inhibitors
CC1CN(c2oc(-c3ccco3)nc2S(=O)(=O)c2ccccc2)CC(C)O1 (centres undefined)
  -7.5%	-2.7%
COc1ccc(NC(=O)CS(=O)CC(=O)NCc2cccc(C(F)(F)F)c2)cc1 (centres undefined)
  -6.7%	1.0%
NCCCCCNC(=O)/C=N\O
  2.2%	1.7%
COc1cc(OC)cc(C(=O)NCCC2=CCCCC2)c1
  2.6%	-5.7%
CC(=O)Oc1ccc(C(=O)Nc2nccs2)cc1
  0.0%	-4.0%
Cc1ccsc1C(=O)OCc1csc(-c2ccccc2)n1
  -3.3%	7.8%
CCOc1ccc(-c2cc(C(=O)O)c3ccccc3n2)cc1OCC
  0.2%	-4.0%
CCCOc1ccc(Cc2nn[nH]n2)cc1
  12.1%	-1.8%
CC1Cn2c(nc3sc4c(c3c2=O)CC(C)(C)OC4)N1CCO (centres undefined)
  3.6%	-1.3%
O=C(NCc1ccccc1)C1CCCN(S(=O)(=O)c2cccc3nonc23)C1 (centres undefined)
  .	-7.7%
Cc1nc2ccccc2c(=O)n1CCN1CCOCC1
  .	-5.4%
CCCCOC(=O)COc1cc2oc(=O)c3c(c2cc1Cl)CCC3
  0.2%	0.6%
CCOC(=O)c1[nH]c2c(c1C)C(=O)CC(c1ccc(OCC)c(OC)c1)C2 (centres undefined)
  -4.7%	.
C=C(C)CSc1nc2c(cc1C#N)CCC2
  1.4%	1.2%
CC(C)NC(=O)COc1ncnc2sccc12
  .	3.2%
CCCCCSc1nc2c(c(=O)[nH]c(=O)n2C)n1C
  0.7%	-3.7%
COc1ccc(-c2cc(C(=O)N3CCCCC3)no2)cc1OC
  6.7%	0.6%
COc1cccc(C2CC(=O)Nc3c2ccc2ccccc32)c1OC (centres undefined)
  1.2%	0.9%
Nc1n[nH]c(-c2ccc(F)cc2)n1
  -10.1%	2.2%
CCOc1ccccc1OCC(=O)Nc1ccc(N2CCCCC2)cc1
  -10.0%	1.4%

# Five neighbouring compounds already listed:
# Below each SMILES – MKP-3 inhibition	Hsp70 inhibitors
CCCCCSc1nc2c(c(=O)[nH]c(=O)n2C)n1C
  0.7%	-3.7%
COc1ccc(-c2cc(C(=O)N3CCCCC3)no2)cc1OC
  6.7%	0.6%
COc1cccc(C2CC(=O)Nc3c2ccc2ccccc32)c1OC (centres undefined)
  1.2%	0.9%
Nc1n[nH]c(-c2ccc(F)cc2)n1
  -10.1%	2.2%
CCOc1ccccc1OCC(=O)Nc1ccc(N2CCCCC2)cc1
  -10.0%	1.4%

# Additional compounds:
# Below each SMILES – MKP-3 inhibition	Hsp70 inhibitors
CN1CCN(Cn2c(O)c(N=NC(=O)c3ccncc3)c3cc(Br)ccc32)CC1
  2.8%	6.3%
Cc1ccnc(SCC(=O)Nc2sc3c(c2C#N)CCC(C(C)(C)C)C3)n1 (centres undefined)
  .	-1.9%
O=C(Nc1ccc(F)c(F)c1)NC1CCCCC1
  -4.5%	3.4%
CCOC(=O)c1oc2nc(C)c3c(c2c1N)CC(C)(C)OC3
  -6.9%	3.7%
Cc1ccc(NC(=O)Cn2nc(C)c3ccccc3c2=O)cc1F
  -2.5%	5.6%
O=C1NC(c2ccccc2Cl)Nc2sc3c(c21)CCCC3 (centres undefined)
  6.1%	5.4%
CC1=C(C(=O)OC2CCCCC2)C(c2ccccc2Br)NC(=O)N1 (centres undefined)
  1.6%	3.1%
O=C(COc1ccc(Cl)cc1)N1CCN(S(=O)(=O)c2ccccc2)CC1
  .	3.9%
CCCn1c(=O)n(C)c(=O)c2c(SCc3cc(C(C)=O)ccc3OCC)nc(C3CC3)nc21
  8.2%	-12.0%
CC1(C)CC(=O)C(C=NCC(N)=O)=C(O)C1
  -1.6%	-1.5%
CC1CCc2c(sc(NC(=O)c3ccc(Cl)c(Cl)c3)c2C(N)=O)C1 (centres undefined)
  0.8%	3.0%
Cc1cc(C)cc(NC(=O)c2ccco2)c1
  -1.5%	1.2%
O=C1CC(N2CCN(c3ccccc3)CC2)C(=O)N1c1ccc2c(c1)OCCO2 (centres undefined)
  5.7%	1.4%
CCc1cc(=O)oc2cc(OC(C)=O)cc(OC(C)=O)c12
  1.6%	-0.4%
O=C(Nc1ccc(Cl)cn1)c1ccc2ccccc2n1
  .	1.9%
O=C(Nc1nc(-c2ccc3ccccc3c2)cs1)c1cc(Cl)ccc1Cl
  -0.9%	7.6%
O=C(NCCO)c1cc2c(s1)CCC2
  .	2.1%
Cn1c(N)c(C(=O)COC(=O)C2(c3ccccc3F)CCCC2)c(=O)n(C)c1=O
  6.3%	-1.2%
COc1ccccc1S(=O)(=O)n1cc(Cc2ccccc2)c(N)n1
  -2.2%	2.3%
Cc1cc(NC(=O)CCSc2nc(-c3ccco3)cc(C(F)(F)F)n2)n(-c2ccccc2)n1
  .	0.9%
CCOC(=O)N1CCC(NC(=O)c2ccc3c(c2)N(C)CCS3)CC1
  1.9%	-4.3%
O=C(Nc1ccc2c(c1)OCO2)c1cccs1
  -6.3%	3.3%
Cc1cc(C)nc(SCC(=O)Nc2ccccc2C)n1
  0.6%	1.1%
O=C(c1cccc(S(=O)(=O)NCc2ccccc2)c1)N1CCN(Cc2ccccc2)CC1
  .	3.9%
CCn1nnc(NC(=O)c2c(OC)cccc2OC)n1
  -8.4%	-2.4%
Cc1ccc(C(C(=O)NC2CCCC2)N(Cc2ccc(F)cc2)C(=O)c2csnn2)o1 (centres undefined)
  -3.0%	4.9%
COc1ccc(C)cc1NS(=O)(=O)c1ccc(Cl)cc1
  3.7%	-1.8%
COC(=O)C1=C(C)N(Cc2ccco2)C(=O)C1
  -11.4%&-1.0%	4.3%&-0.7%
CCOC(=O)c1cc(NC(=O)c2c(C)noc2C)cc(C(=O)OCC)c1
  -4.2%	-0.5%
CCCC1(CCC)NC(=O)N(CC(=O)Nc2cccc(OC)c2)C1=O
  6.7%	-1.2%
Cn1c(NC(=O)CC(C)(C)C)cc(=O)n(C)c1=O
  4.7%	-0.7%
O=C(Nc1ccc2nn(-c3ccc(Cl)cc3)nc2c1)c1ccccc1I
  -0.5%	3.1%
COC(=O)c1c(NC(=O)c2ccc(Br)s2)sc2c1CCC2
  -0.5%	4.8%
CCCCNC(=O)CN1C(=O)C(CC)Oc2ccc(Cl)cc21 (centres undefined)
  6.9%	-1.9%
C=CCOC(=O)C1=C(C)NC2=C(C(=O)CC(C)(C)C2)C1c1cccc(Cl)c1Cl (centres undefined)
  6.2%	-1.6%
O=C(O)CCCN1C(=O)/C(=C/c2cccc(F)c2)SC1=S
  2.6%	-2.8%
CCN(CC)CCN1C(=O)C(O)=C(C(C)=O)C1c1ccc(OC)c(OC)c1 (centres undefined)
  -5.9%	1.3%
CC1(C)CC(=O)C(Sc2ccc([N+](=O)[O-])cc2)=C(O)C1
  0.2%	-6.1%
COc1ccc(C2C(C(=O)c3sc(C)nc3C)=C(O)C(=O)N2CCN(C)C)cc1 (centres undefined)
  -8.7%	3.9%
CC(Sc1sc(=S)sc1SC(C)C(=O)O)C(=O)O (centres undefined)
  8.2%	9.9%
Cc1ccc(C(=O)Nc2ccc(F)cc2F)o1
  .	2.6%
